# Bioassay records from PubChem.
# Rv3671c inh = Rv3671c serine protease inhibitors, primary screen, biochemical, fluorescence polarization, M. tuberculosis H37Rv; P9WHR9; inhibition, % at 5.96 µM; actives 0.048% (n = 320,000); AID 2606, 2010; in the data active = inhibition above about 38%;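 also: extracellular domain of Rv3671c used as enzyme; 0% = enzyme with DMSO and 100% = no enzyme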
# SARS 3CLpro inh = SARS-CoV 3CLpro protease inhibitors, primary screen, biochemical, quenched FRET; recombinant SARS-CoV 3CLpro, quenched FRET peptide cleavage; Replicase polyprotein 1ab (Severe acute respiratory syndrome coronavirus), P0C6X7; actives 0.14% (n = 290,000); inhibition, % at 6 µM; in the data active = inhibition above about 12%
# Y pestis TopoI = Yersinia pestis topoisomerase I inhibitors, primary screen, biochemical, cleavage product accumulation, plate reader, single point. DNA topoisomerase I (Yersinia pestis CO92). Y. pestis Topo-I cleavage product accumulation. activity, % at 10 µM. actives 0.064% (n = 360,000). AID 504884, 2011; in the data active = activity above about 50%, passing the limit was not always enough; also: inactives centre near 2
# PrPC TRFRET = inhibitors of human cell surface prion protein PrPC, primary screen, cell-based, TR-FRET; TR-FRET read-out; inhibition, % at 13.8 µM; actives 0.43% (n = 370,000); in the data active = inhibition above about 24%; also: 0% = median of the test wells and 100% = reference compound wells
# CCHFV vOTU inh = CCHFV vOTU protease inhibitors, primary screen, biochemical, Pep-AMC substrate, fluorescence; Crimean-Congo hemorrhagic fever virus L polyprotein viral ovarian tumor (vOTU) protease …; inhibition, % at 11.5 µM; actives 0.55% (n = 370,000); in the data active = inhibition above about 30%; also: 0% = vehicle wells with enzyme and 100% = no enzyme wells
# MazF activator = activators of E. coli MazEF toxin-antitoxin RNase, primary screen, biochemical, fluorescence, uHTS | FAM/BHQ RNA-DNA oligo cleavage fluorescence, 5 h | activation, % at 20 µM | actives 0.32% (n = 350,000) | AID 504720, 2011; in the data active = activation above about 50%
# TcdB GH inh = TcdB glycohydrolase inhibitors, primary screen, biochemical, single point, plate reader. AID 652162, 2013. actives 0.24% (n = 350,000). inhibition, % at 9.99 µM. TcdB glycohydrolase enzymatic assay; in the data active = inhibition above about 10%
# Target sequence (P18177 whole entry, looked up): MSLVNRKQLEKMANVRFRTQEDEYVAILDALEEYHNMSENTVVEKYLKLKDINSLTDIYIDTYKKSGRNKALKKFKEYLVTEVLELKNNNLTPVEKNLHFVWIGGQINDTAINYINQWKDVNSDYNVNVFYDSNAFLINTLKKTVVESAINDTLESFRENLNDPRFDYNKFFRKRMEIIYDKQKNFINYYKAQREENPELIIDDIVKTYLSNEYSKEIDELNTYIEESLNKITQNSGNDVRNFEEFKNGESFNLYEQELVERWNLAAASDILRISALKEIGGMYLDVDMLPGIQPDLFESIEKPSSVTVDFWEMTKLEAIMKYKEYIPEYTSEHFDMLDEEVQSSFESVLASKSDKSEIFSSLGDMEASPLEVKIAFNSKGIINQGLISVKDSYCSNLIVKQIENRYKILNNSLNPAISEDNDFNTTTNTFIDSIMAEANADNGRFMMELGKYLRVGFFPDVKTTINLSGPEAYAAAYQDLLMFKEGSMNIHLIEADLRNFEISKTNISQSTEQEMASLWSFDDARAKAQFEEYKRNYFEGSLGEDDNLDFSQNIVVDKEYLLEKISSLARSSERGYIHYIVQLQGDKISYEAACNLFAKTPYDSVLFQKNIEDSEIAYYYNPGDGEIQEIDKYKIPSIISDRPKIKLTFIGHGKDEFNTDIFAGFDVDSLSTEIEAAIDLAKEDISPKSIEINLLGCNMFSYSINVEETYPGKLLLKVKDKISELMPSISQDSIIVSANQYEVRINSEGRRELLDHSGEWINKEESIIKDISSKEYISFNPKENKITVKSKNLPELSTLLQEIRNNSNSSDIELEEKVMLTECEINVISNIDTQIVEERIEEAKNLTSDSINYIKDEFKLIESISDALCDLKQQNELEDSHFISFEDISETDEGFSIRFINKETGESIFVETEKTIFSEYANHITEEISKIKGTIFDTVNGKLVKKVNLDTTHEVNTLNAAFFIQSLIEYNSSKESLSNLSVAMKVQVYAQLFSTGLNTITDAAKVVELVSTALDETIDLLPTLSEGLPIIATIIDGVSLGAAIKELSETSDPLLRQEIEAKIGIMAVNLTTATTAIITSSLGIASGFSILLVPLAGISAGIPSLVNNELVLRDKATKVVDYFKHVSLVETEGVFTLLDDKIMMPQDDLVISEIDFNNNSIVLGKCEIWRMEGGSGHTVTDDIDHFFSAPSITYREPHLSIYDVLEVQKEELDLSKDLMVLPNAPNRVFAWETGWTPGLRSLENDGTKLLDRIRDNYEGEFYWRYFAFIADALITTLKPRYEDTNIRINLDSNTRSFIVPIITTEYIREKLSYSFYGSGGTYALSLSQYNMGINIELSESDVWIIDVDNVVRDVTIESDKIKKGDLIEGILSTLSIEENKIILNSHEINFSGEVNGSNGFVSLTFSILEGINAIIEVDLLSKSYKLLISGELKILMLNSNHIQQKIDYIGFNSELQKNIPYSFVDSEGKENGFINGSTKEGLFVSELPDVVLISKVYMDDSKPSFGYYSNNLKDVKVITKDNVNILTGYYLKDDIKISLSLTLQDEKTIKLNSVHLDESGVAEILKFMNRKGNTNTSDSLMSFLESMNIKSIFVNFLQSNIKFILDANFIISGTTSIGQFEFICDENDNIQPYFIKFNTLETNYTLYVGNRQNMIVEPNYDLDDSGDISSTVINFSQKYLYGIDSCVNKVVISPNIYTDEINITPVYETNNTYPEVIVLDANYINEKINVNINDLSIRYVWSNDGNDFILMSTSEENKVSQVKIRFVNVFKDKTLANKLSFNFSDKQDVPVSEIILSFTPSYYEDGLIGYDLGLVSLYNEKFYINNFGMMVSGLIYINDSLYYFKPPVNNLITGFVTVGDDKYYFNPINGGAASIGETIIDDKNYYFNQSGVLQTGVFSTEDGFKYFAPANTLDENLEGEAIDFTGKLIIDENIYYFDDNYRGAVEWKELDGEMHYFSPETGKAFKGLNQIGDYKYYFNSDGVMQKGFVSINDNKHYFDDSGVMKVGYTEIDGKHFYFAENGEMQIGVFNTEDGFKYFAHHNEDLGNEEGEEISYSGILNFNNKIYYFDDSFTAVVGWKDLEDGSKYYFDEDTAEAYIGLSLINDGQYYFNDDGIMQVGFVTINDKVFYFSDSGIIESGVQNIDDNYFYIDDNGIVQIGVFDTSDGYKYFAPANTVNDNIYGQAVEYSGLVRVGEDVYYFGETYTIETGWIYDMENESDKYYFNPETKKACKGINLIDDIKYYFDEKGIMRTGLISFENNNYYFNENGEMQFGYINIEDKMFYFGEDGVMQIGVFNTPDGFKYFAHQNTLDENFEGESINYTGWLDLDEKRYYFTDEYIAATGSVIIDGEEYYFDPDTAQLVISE
# Vc quorum ag = inducers of Vibrio cholerae quorum light production without autoinducers, primary screen, BH1578 luxS cqsA deficient, single point; AID 588436, 2011; V. cholerae BH1578 lux reporter, luminescence, 6 h; activation, % at 18.7 µM; actives 0.16% (n = 350,000); in the data active = activation mostly above about 9.7%, no sharp cut-off; also: not every result past the cut was called active; inactives centre near 0; reference of the scale not given here
# PriA SSB inh = inhibitors of Klebsiella pneumoniae PriA binding to SSB C-terminal tail, primary screen, biochemical, AlphaScreen. PriA–SSB C-terminal tail interaction (Klebsiella pneumoniae). AlphaScreen SSBct-PriA binding, biotinylated peptide. inhibition, % at 33 µM. actives 0.6% (n = 430,000); in the data active = inhibition mostly above about 37%, no sharp cut-off; inactive = mostly below about 20%;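 also: plate controls were negative control peptide for no effect and reference peptide for full effect; strong numbers were not always called active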
# DUSP3 inh = VHR1 phosphatase inhibitors, primary screen, biochemical, absorbance, uHTS | Dual specificity protein phosphatase 3 (Homo sapiens), P51452 | AID 1654, 2009 | actives 0.52% (n = 290,000) | inhibition, % at 13.3 µM | recombinant VHR phosphatase, pNPP absorbance; in the data active = inhibition above about 50%; also: some compounds called inactive have numbers as strong as hits
# The depositor's hits bear a star; i = inactive; · = not tested or not shown; & = joins results of further samples. A portion of the library; the hit share may differ from the screen's.
SMILES,Rv3671c inh,SARS 3CLpro inh,Y pestis TopoI,PrPC TRFRET,CCHFV vOTU inh,MazF activator,TcdB GH inh,Vc quorum ag,PriA SSB inh,DUSP3 inh
O=C(CSc1ccccn1)NCc1ccc2c(c1)OCO2,-5,3,-2,-1,3,-11,1.9,i,-3,26
O=C(/C=C/c1ccc([N+](=O)[O-])cc1)OCC(=O)c1ccc[nH]1,5,·,-2,-22,9,-38,0.4,i,2,·
COc1ccccc1CNC(=O)C1CCN(c2ncnc3c2nc2n3CCCCC2)CC1,0,1,-3,-1,-2,1,-0.2,-2.1,2,-13
COc1ccc(N2CC(C(=O)Nc3c(C(N)=O)oc4ccccc34)CC2=O)cc1 (stereo not given),2,·,10,-6,-9,3,1.3,-1.4,-20&-5,·
C[C@@H](NC(=O)c1nc[nH]c1C(=O)NCCCCCNC(=O)OC(C)(C)C)c1ccccc1,-2,·,16,4,13,4,1.0,1.6,-7,·
O=C(COc1ccc(Cl)cc1Cl)NC(=O)N1CCCCC1,6,5,13,6,-15,-2,·,-3.2,5,6
CN(Cc1ccccc1)C(=O)c1ncn2c1c(=O)[nH]c1cccnc12,·,·,5,-4,7,4,0.3,-0.4,·,·
CCOC(=O)C1=C(C)N=c2s/c(=C/c3ccc(OCC(=O)O)cc3)c(=O)n2C1c1cc(OC)c(OC)c(OC)c1 (stereo not given),-14,4,0,-2,-4,-5,0.8,-0.5,·,6
CN(C)S(=O)(=O)c1ccc(NC(=O)COC(=O)C2COc3ccccc3O2)cc1 (stereo not given),15,0,4,8,1,4,0.3,-0.2,-8,18
CCN(C(=O)COC(=O)/C=C/c1cnc2ccccc2n1)C1CCS(=O)(=O)C1 (stereo not given),8,3,-12,-4,-4,-11,0.0,-0.3,-7,7
O=C(Nc1nn(Cc2ccccc2F)cc1Br)c1cccs1,-1,-1,0,-8,-5,2,·,-1.0,-9,8
CCOC(=O)c1c(C)[nH]c(C)c1C(=O)CSc1nc2ccccc2c(=O)n1-c1ccccc1C,-4,0,9,-5,-1,-2,1.2,-0.4,3,-2
CCCCCCCCCCOC(=O)Cn1c(COc2ccc(OC)cc2)[n+](C)c2ccccc21,-8&-1,2&3,-14&0,·,·,-74&-87,·,-0.5,-6,10&8
CCOC(=O)N1CCN(C(=O)c2cccc(NC(=O)c3ccco3)c2)CC1,1,-1,-5,1,4,13,·,i,-17,4
Cc1ccc(NC(=O)CN(C)C(=O)CSc2nc(C)cs2)cc1,0,0,4,0,-14,3,1.6,-0.7,-4,-15
CCCCC(=O)Nc1cc(C)c(NC(=O)c2cccs2)cn1,-8,4,6,0,-8,2,0.4,i,-1,0
O=C(Nc1ccc(COc2ccccc2)cc1)Oc1ccccc1N1CCOCC1,2,-1,1,1,8,11,2.6,i,7,-2
CCn1c(SCc2ccc(C(=O)Nc3nccs3)cc2)nnc1-c1ccc(N)cc1,-3,-6,-4,3,7,-3,·,·,2,13
COc1ccc(NC2CCCN(C(=O)CCc3cn[nH]c3)C2)cc1 (stereo not given),10,0,7,-2,17,5,-0.8,i,2,11
O=S(=O)(Nc1ccc(-c2ccc(N3CCOCC3)nn2)cc1)c1cc(Cl)ccc1Cl,0,·,15,1,9,5,1.7,-0.3,11,·
COc1ccccc1C(=O)Nc1nnc(S(=O)(=O)N2CCCCCC2)s1,-10,2,11,-6,4,5,0.1,·,-9,17
CC(=O)Nc1nc(-c2ccc3ccccc3c2)cs1,-18,2,-8,7,0,-10,0.3,-6.7,-1,16
C=CCNC(=S)N1CCN(Cc2ccc3c(c2)OCO3)CC1,13,4,-2,-5,-8,11,1.1,i,-2,-8
COc1ccc(NC(=O)CNc2cccc(C#N)c2)cc1Cl,-3,3,-8,-2,2,10,·,-0.4,-14,40
NCCc1c[nH]c2ccc(OCc3ccccc3)cc12,0,3,5,4,11,-7,0.7,0.4,8,26
CC(C)(C)NC(=O)c1sccc1C(=O)O,-1,-2,1,-6,-6,-3,·,2.8,-12,·
CCOc1ccc(OCc2ccc(C(=O)NCc3cccnc3)o2)cc1,1,0,7,4,0,4,·,0.6,0,24
COc1cccc(N2C(=O)NC(=O)C3(Cc4cc(C)ccc4N(C)C3)C2=O)c1 (stereo not given),-1,-1,1,0,11,-2,·,i,-8,34
COc1ccccc1NC(=O)c1ccc(NC(=O)Cc2n[nH]c(=O)c3ccccc23)cc1,-10,-5,2,1,-15,72*,1.2,-0.3,-2,19
COc1ccccc1NC1CCCCC1NS(=O)(=O)c1ccccc1 (stereo not given),8,1,2,7,11,5,0.4,-0.5,15,-37

# A stretch from the list above, for reference:
SMILES,Rv3671c inh,SARS 3CLpro inh,Y pestis TopoI,PrPC TRFRET,CCHFV vOTU inh,MazF activator,TcdB GH inh,Vc quorum ag,PriA SSB inh,DUSP3 inh
O=C(COc1ccc(Cl)cc1Cl)NC(=O)N1CCCCC1,6,5,13,6,-15,-2,·,-3.2,5,6
CN(Cc1ccccc1)C(=O)c1ncn2c1c(=O)[nH]c1cccnc12,·,·,5,-4,7,4,0.3,-0.4,·,·

# (cont.)
SMILES,Rv3671c inh,SARS 3CLpro inh,Y pestis TopoI,PrPC TRFRET,CCHFV vOTU inh,MazF activator,TcdB GH inh,Vc quorum ag,PriA SSB inh,DUSP3 inh
C/C(=N\NC(=O)c1cccc(S(=O)(=O)N2CCCCC2)c1)c1ccc(C)o1,-6,1,-8,2,-18,-1,-0.8,i,·,10
CCOc1cc(C)c(Cl)cc1S(=O)(=O)n1nnc2ccccc21,4,-1,-7,5,-5,3,·,-0.4,-13,12
COc1ccccc1C(O)(C(=O)N(NC(C)=O)c1ccccc1)c1ccccc1OC,·,5,-1,10,-8,3,-0.1,0.9,-7,-22
CC(=O)Nc1ccc(NC(=O)C2(C)Cc3c(-c4ccc(NC(C)=O)cc4)ccnc3O2)cc1 (stereo not given),·,·,14,0,-7,·,-0.1,-0.3,·,·
O=C(O)c1ccc(S(=O)(=O)c2ccc3c(c2)C(=O)N(c2ccc(Br)cc2)C3=O)cc1,9,1,1,6,-5,-2,1.4,-2.2,3,-46
Cn1cc(CN(Cc2ccccc2)C[C@@H]2CCC(=O)N2)c(-c2ccccc2F)n1,1,-2,11,-2,10,-34,4.1,-0.3,10,14
CCC(=O)Nc1ccc(C(=O)Nc2cccc(C)n2)cc1,0,0,-5,-6,7,-11,·,i,0,11
O=C(Cn1cnc2sc(-c3ccccc3)cc2c1=O)NCc1ccco1,-49,0,-11,-1,7,-3,·,i,1,6
CC[C@]12c3[nH]c4ccccc4c3CCN1C(=O)C(CC(=O)NCCc1ccccn1)C[C@@H]2C(=O)N1CCN(C(=O)C2CC2)CC1 (stereo not given in full),9,·,10,-8,8,3,0.2,-0.5,-2,·
N#Cc1ccc(S(=O)(=O)N2CCN(Cc3cccs3)CC2)cc1,-2,·,6,-2,3,3,0.8,-0.4,-20,·
COCCNc1nc(C)cc(-c2cc(C(=O)Nc3ccccc3)on2)n1,-2,·,-7,·,·,2,·,-0.4,-5,·
CON1C(=O)C(=O)N(OC)C2CCCCCC21 (stereo not given),-4,5,-5,-7,8,0,1.5,-0.4,2,-5
CC1CCN(C(=O)C2(NC(=O)Nc3cccc(F)c3)CCCCC2)CC1,7,1,2,5,-11,4,·,-0.5,-26,40
COc1ccccc1-c1cc(C(=O)NN)[nH]n1,-6,6,6,5,-7,7,-0.3,-0.4,-9,6
O=C(CNC(=O)c1ccccc1F)NCCc1ccc(Cl)cc1,5,-2,-2,5,4,8,0.7,0.2,-7,35

# Four entries from above, with values under each structure.
# The line under a structure holds: Rv3671c inh | SARS 3CLpro inh | Y pestis TopoI | PrPC TRFRET | CCHFV vOTU inh | MazF activator | TcdB GH inh | Vc quorum ag | PriA SSB inh | DUSP3 inh
CON1C(=O)C(=O)N(OC)C2CCCCCC21 (stereo not given)
→ -4 | 5 | -5 | -7 | 8 | 0 | 1.5 | -0.4 | 2 | -5
CC1CCN(C(=O)C2(NC(=O)Nc3cccc(F)c3)CCCCC2)CC1
→ 7 | 1 | 2 | 5 | -11 | 4 | · | -0.5 | -26 | 40
COc1ccccc1-c1cc(C(=O)NN)[nH]n1
→ -6 | 6 | 6 | 5 | -7 | 7 | -0.3 | -0.4 | -9 | 6
O=C(CNC(=O)c1ccccc1F)NCCc1ccc(Cl)cc1
→ 5 | -2 | -2 | 5 | 4 | 8 | 0.7 | 0.2 | -7 | 35

# The list continues:
SMILES,Rv3671c inh,SARS 3CLpro inh,Y pestis TopoI,PrPC TRFRET,CCHFV vOTU inh,MazF activator,TcdB GH inh,Vc quorum ag,PriA SSB inh,DUSP3 inh
COc1cc(CCC(=O)Nc2nccs2)cc(OC)c1OC,-6,2,6,-6,-21,2,1.3,i,-5,6
O=C(/C=C/Nc1ccccc1F)c1cccs1,-9,4,-2,7,-4,-5,·,-0.3,-4,5
O=C(O)CSc1nnc2c(n1)[nH]c1ccccc12,5,0,8,-12,12,16,0.9,0.9,-8,1
Cn1ccnc1SCC(=O)N(C1CCCCC1)C1CCCCC1,-2,4,14,-1,8,1,·,-0.4,5,13
Cc1ccccc1NC(=O)c1[nH]cnc1C(=O)NN,-22,-3,-2,4,-2,12,-15,-0.9,-9,32
CCCc1cc(NC(=O)CCl)n(-c2ccccc2)n1,3,4,-5,-5,-16,-5,0.8,-0.3,0,30
O=C(Nc1ccc(F)cc1)C(=O)c1cn(CC(=O)N2CCOCC2)c2ccccc12,-2,-5,-7,5,0,5,-1.3,i,-1,-3
Cc1ccc(C)c(S(=O)(=O)NC(CC(C)C)C(=O)O)c1 (stereo not given),-10,4,7,4,-5,-2,·,2.9,2,20
CCS(=O)(=O)N1CCC(C(=O)Oc2ccccc2Br)CC1,0,-3,-1,-7,8,3,1.5,i,-19,-14
Cc1ccc(CC(CC(=O)O)C(=O)NCc2ccccc2)cc1 (stereo not given),8,4,6,0,-17,3,·,-0.3,-6,-5
CC(C)C(NS(=O)(=O)c1ccc2c(c1)C(C)(C)C(=O)N2C)C(=O)NCc1ccc(F)cc1 (stereo not given),-7,1,3,-4,-4,16,1.5,0.9,-12,33
O=C(CCC(=O)c1cccs1)OCC(=O)c1ccccc1,0,·,-2,-2,5,-16,0.8,-0.9,-19,·
COC(=O)[C@@H](NC(=O)Nc1ccccc1F)C(C)C,8,-1,-8,1,11,7,·,0.1,-9,18
COc1cc(C(=O)Nc2ccc(C)c(S(=O)(=O)N(C)C)c2)ccc1OCC(=O)N1CCOCC1,0,·,19,2,9,0,1.3,-0.7,-17,·
CC1=C(C(=O)Nc2cccc(F)c2)C(c2ccsc2)C2=C(CC(C)(C)CC2=O)N1 (stereo not given),-2,0,-2,7,-25,6,0.3,i,-14,-5
O=C1c2cc(Br)ccc2OC2C=CC=CC12 (stereo not given),·,·,-10,2,11,-2,0.3,0.6,-21,·
Cc1ccc(NC(=O)N2CCCC(c3ccccc3)C2)cc1 (stereo not given),4,1,-6,8,19,5,-0.3,i,-2,20
COc1ccccc1-n1nnnc1S(=O)(=O)Cc1ccc(Cl)cc1,-3,·,7,-2,6,4,·,-1.5,-13,6
Cc1ccc(CC(=O)Nc2nc3ccccc3s2)cc1,-9,5,-6,10,10,-7,·,0.5,6,15
COc1ccc(CN2C(=O)c3cccnc3C2=O)cc1S(=O)(=O)NCc1ccc(C)cc1,-3,4,2,1,13,-3,1.0,-0.6,-1,3
O=C(COc1ccc(/C=N/NC(=O)c2ccncc2)cc1)Nc1ccccc1,0,-1,3,5,0,8,-0.4,-0.3,·,-3
CCn1c(=O)ccc2cc([N+](=O)[O-])ccc21,7,1,5,1,2,4,-1.2,-0.2,0,5
